TDP1 block: inhibitors of human tyrosyl-DNA phosphodiesterase TDP1. Potency, µM (highest dose often 130 µM), for the others: at the top dose activity change, negative = inhibition, usual class: inhibitors. Q9NUW8. 350,000 compounds, 0.28% hits. recombinant TDP1, AlphaScreen DNA substrate cleavage. AID 485290; further: nearly all actives have a fitted effect of over 40% in size
Target sequence (Q9NUW8 whole entry, looked up): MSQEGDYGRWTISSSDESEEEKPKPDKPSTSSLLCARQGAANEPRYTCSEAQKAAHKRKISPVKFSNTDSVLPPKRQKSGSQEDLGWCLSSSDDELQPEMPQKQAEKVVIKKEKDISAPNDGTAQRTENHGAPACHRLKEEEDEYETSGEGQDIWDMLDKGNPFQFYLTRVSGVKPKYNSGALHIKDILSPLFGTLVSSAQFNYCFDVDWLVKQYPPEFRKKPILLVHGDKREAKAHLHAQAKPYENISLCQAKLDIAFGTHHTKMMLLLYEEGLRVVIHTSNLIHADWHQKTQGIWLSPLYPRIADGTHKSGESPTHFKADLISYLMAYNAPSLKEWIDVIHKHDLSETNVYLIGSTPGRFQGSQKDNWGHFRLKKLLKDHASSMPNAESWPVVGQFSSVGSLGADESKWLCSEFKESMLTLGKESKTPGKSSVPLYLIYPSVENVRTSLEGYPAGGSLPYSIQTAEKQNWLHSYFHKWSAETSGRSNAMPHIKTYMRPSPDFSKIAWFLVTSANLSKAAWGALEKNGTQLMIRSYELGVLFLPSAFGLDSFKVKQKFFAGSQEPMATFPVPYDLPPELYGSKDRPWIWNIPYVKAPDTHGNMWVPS
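E. coli-derived human Tdp1, 1 nM final. Cpd preinc 15 min RT; substrate 15 nM final, 5 min RT; AS bead mix 10 ug/ml final, 10 min RT. Signal loss = tyrosine-FITC cleavage. No-enzyme wells = max signal.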
N370S GC: N370S glucocerebrosidase modulation, Gaucher chaperone candidate. P04062. N370S GC spleen homogenate, 4MU-glucoside fluorescence. Potency, µM (doses to about 59.4 µM), without a hit: top-dose activity change, negative = inhibition, most hits filed as inhibitors. 330,000 compounds, 0.092% hits;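 further: 0% = full enzyme activity and -100% = no enzyme basal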
DT40 TDP1 no CPT: qHTS for Inhibitors of human tyrosyl-DNA phosphodiesterase 1 (TDP1): qHTS in cells in absence of CPT. DT40 Tdp1-/- hTDP1 cells, no CPT, ATP luminescence, 48 h. AID 686978, 2013. 420,000 compounds, 15% hits. Potency, µM (highest dose often 46.2 µM), inactives show at the highest dose activity change, negative = growth inhibition, hits mostly inhibitors; further: nearly all actives have a fitted effect of over 55% in size
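Growth kinetics read by CellTiter-Glo luminescence after ≥48 hr at 37 °C. Cells: DT40 Tdp1-/- stably carrying human TDP1, 400 per well, compound exposure in the absence of CPT (DMSO vehicle).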
Active calls of the source: *; ? = inconclusive; nt = no result given; [ ] = another dose, or the depositor's remark. The call rests on the fitted dose curve; in most records, active means well fitted curve in the direction sought with a large enough effect; inconclusive means small, poorly fitted or top-dose-only effect, or another doubt; inactive means no such curve, though single readings can be large; an effect the other way counts as inactive or inconclusive. Unless noted, on the % scale 0 is the no-effect control and ±100 the full control effect; potency means the concentration at half of the fitted maximal effect. An excerpt; rates above refer to the full screens.

SMILES	TDP1 block	N370S GC	DT40 TDP1 no CPT
COc1ccc(CNCc2cccc(C)c2)cc1	nt	-14%	?
COc1ccc(-c2cc(=O)oc3c(O)c(O)ccc23)cc1	nt	-8%	?
O=C1NC(c2ccncc2)Nc2ccccc21 (stereo not given)	1%	-3%	-1%
C=CCOC(=O)C1=C(C)NC(SCC)=C(C#N)C1c1ccc(Cl)cc1 (stereo not given)	-2%	18%	0.52µM*
CC(Cc1cccs1)NC(=S)Nc1ccccc1 (stereo not given)	0%	-3%	?
COc1ccc(/C(C)=N/NC(=S)Nc2cc(C)ccc2C)cc1	5%	-7%	23µM*
C[C@@H]1COC(=O)O1	7%	1%	nt
Cc1cc(Nc2ccc(F)cc2F)nc(-n2nc(C)cc2C)n1	11%	nt	4.6µM*
COc1cccc2sc(N(CCN(C)C)C(=O)c3ccc4c(c3)CCCC4)nc12	12%	-18%	?
Cc1oc(-c2ccc(C(=O)NCc3ccccc3)cc2)nc1CN1CCc2ccccc21	4%	nt	21µM*
O=C(NC1CC2CCCC(C1)N2Cc1cccs1)c1ccc([N+](=O)[O-])cc1 (stereo not given)	2%	-3%	nt
CCCN(CCC)C(=O)C[n+]1cccc(/C=N/O)c1	3%	-2%	-4%
Cc1ccc(C)c(NC(=O)c2cccc(Oc3ccc([N+](=O)[O-])cc3Cl)c2)c1	3%	-7%	16µM*
CCCCCC(=O)Nc1ccc(C2C(=O)c3ccccc3C2=O)cc1	nt	-5%	3%
COCCN(CC(=O)NCc1ccc(F)cc1)C(=O)CCC(=O)Nc1ccccn1	-1%	-9%	-2%
COCCCNC(=O)c1nn(-c2ccc(C)cc2)nc1CO	-5%	nt	-11%
COc1ccc(CCNC(=O)C(C)SCC(=O)Nc2ccc(F)cc2)cc1 (stereo not given)	0%	nt	-26%
COc1cccc(C(=O)NN2C(=O)C3C4C=CC(O4)C3C2=O)c1 (stereo not given)	5%	15%	-1%
CC(C)n1cc(CN2CCC(n3nccc3NC(=O)Cc3ccccc3)CC2)cn1	9%	-4%	-14%
COc1cccc(N2CN(C3CCCCC3)CNC2=S)c1	5%	3%	?
COCCNC(=O)CN1C(=O)CC(C)(C)S(=O)(=O)c2ccccc21	-3%	8%	1%
O=C(NCc1ccc2[nH]c3c(c2c1)CCCC3)c1ccc(S(=O)(=O)N2CCCCC2)cc1	4%	4%	-28%
CCN1CCSc2ccc(C(=O)Nc3ccc(NC(C)=O)cc3)cc21	8%	6%	-25%
COc1cccc(C(=O)COC(=O)C(C)N2C(=O)C3C4C=CC(C4)C3C2=O)c1 (stereo not given)	-10%	nt	8%
COc1ccc(-c2cn3c(C)c(C(=O)Nc4cc(NC(C)=O)ccc4OC)sc3n2)cc1	-1%[56.1 µM]	4%	9.2µM*
Cn1c(Cn2c(=O)sc3ccccc32)nnc1SCC(=O)N1CCCc2ccccc21	0%	-4%	?
O=C(NCCOc1ccccc1)C1CCC(=O)N(CCN2CCOCC2)C1 (stereo not given)	5%	1%	16%
CN(c1ccc(F)cc1)S(=O)(=O)c1ccc(Cl)c(C(=O)NCC(c2ccco2)N2CCCCC2)c1 (stereo not given)	8%	-12%	2.3µM*
CCOc1c2c(c(-c3ccc4c(c3)OCO4)c3cc(OC)c(OC)cc13)C(=O)OC2	3%	nt	0.56µM*
COc1ccc(OC)c(NC(=O)COC(=O)c2ccc(S(=O)(=O)N3CCOCC3)cc2)c1	2%	4%	0%
CS(=O)(=O)Nc1cccc(-c2nc(NCc3cccnc3)c3ccccc3n2)c1	11%[56.1 µM]	-14%	?
CSCSC1=C(C#N)C(c2ccc(Cl)cc2)C(C(C)=O)=C(C)N1 (stereo not given)	7%	1%	nt
O=C(CSc1nc2c([nH]c3ccccc32)c(=O)n1-c1ccc(F)cc1)N1CCCc2ccccc21	7%	nt	-14%
CC1(C)CC1C(=O)N/C(=C/CCCCSCC(N)C(=O)O)C(=O)O (stereo not given)	10%	-3%	nt
COc1ccccc1NC(=O)CC(=O)c1cccc([N+](=O)[O-])c1	nt	-7%	-29%
COc1ccc(OC)c(S(=O)(=O)N2CC=C(c3c(C)n(CC(=O)N4CCCC4)c4ccccc34)CC2)c1	6%	nt	18µM*
Cc1c(C(=O)Nc2ccc(F)cc2)cn2c(nc3ccccc32)c1C#N	nt	4%	-28%
N#Cc1c2c(c[nH]c1=O)CCN2Cc1ccccc1	8%	14%	-17%
Cc1cc(SC(C)C(=O)NCC(=O)Nc2ccc(F)c(F)c2F)nc2ccccc12 (stereo not given)	2%	0%	?
COc1ccc(N2CCN(C(C)C(=O)N(C)Cc3ccccc3)CC2)cc1 (stereo not given)	nt	0%	-4%
O=S(=O)(c1ccccc1)N1CCN(c2ncnc3scc(-c4ccccc4)c23)CC1	13%	-8%	?
CCN1CCN(CC#CCOc2ccccc2OC)CC1	nt	3%	-13%
O=C1CCCN1CCC1CCN(C2CC(=O)N(Cc3ccc(N4CCCC4=O)cc3)C2=O)CC1 (stereo not given)	4%	2%	-11%
Cc1ccc(CN=c2c([N+](=O)[O-])nn(-c3cccc(C)c3)n2O)cc1	-3%	-2%	-17%
COc1ccccc1C(=O)NC1CCN(C(=O)Nc2ccc(F)cc2)CC1	11%[0.0935 µM]	-9%	1%

Some of the entries above in another layout:
> COc1ccccc1C(=O)NC1CCN(C(=O)Nc2ccc(F)cc2)CC1
  TDP1 block: 11%[0.0935 µM]	N370S GC: -9%	DT40 TDP1 no CPT: 1%
> CC1(C)CC1C(=O)N/C(=C/CCCCSCC(N)C(=O)O)C(=O)O (stereo not given)
  TDP1 block: 10%	N370S GC: -3%	DT40 TDP1 no CPT: nt
> COc1ccccc1NC(=O)CC(=O)c1cccc([N+](=O)[O-])c1
  TDP1 block: nt	N370S GC: -7%	DT40 TDP1 no CPT: -29%

(continued)
SMILES	TDP1 block	N370S GC	DT40 TDP1 no CPT
COc1ccc(C2CN=NC23CCc2ccccc2C3=O)cc1 (stereo not given)	-1%	5%	23µM*
Brc1ccccc1Cn1cnc2ccccc21	nt	0%	21µM*
CCOC(=O)CN1C(=O)SC(Nc2ccc(C)cc2)C1=O (stereo not given)	4%	6%	-25%
COc1ccccc1-n1c(/C=C/c2c(C)n(C)c3ccccc23)nc2ccccc2c1=O	-2%[12.3 µM]	nt	3.7µM*
CCCCCSc1ncnc2c1sc1nc(N3CCOCC3)c3c(c12)CCCC3	0%	nt	-8%
Cc1cc(=O)oc2c(CN(C)Cc3ccccc3)c(O)ccc12	9%	?	-21%
COc1ccc(-n2nc([N+](=O)[O-])c(=NC3CCN(Cc4ccccc4)CC3)n2O)cc1	5%	-9%	15µM*
Cc1ccc2nc(N/N=C\c3ccc([N+](=O)[O-])o3)nc(-c3ccccc3)c2c1	0%	-6%	?
C[n+]1ccc(/C=C/c2ccccc2O)c2ccccc21	1%	-6%	?
Cc1sc2c(c1C)c(=O)n(CCc1ccccc1)c(=O)n2Cc1cccc(F)c1	-5%	nt	5.8µM*
Nc1nc2cc(S(=O)(=O)NC3=NCCCCC3)ccc2s1	5%	-8%	13µM*
O=C(NCCO)/C(=C/c1ccc(Br)cc1)NC(=O)c1cccs1	1%	6%	0%
CCOC(=O)c1c(N)nn(C(C)=O)c1-c1ccccc1	-7%	6%	-2%
COc1ccc(NC(=O)CN(C)C(=O)CCC(=O)c2ccc(C)cc2)cc1	nt	0%	0%
CC1CN(C2=NC(=O)/C(=C/c3ccncc3)S2)CC(C)O1 (stereo not given)	nt	1%	-14%

Some of these compounds in order of heavy-atom count, largest number first.
SMILES	TDP1 block	N370S GC	DT40 TDP1 no CPT
COc1ccccc1-n1c(/C=C/c2c(C)n(C)c3ccccc23)nc2ccccc2c1=O	-2%[12.3 µM]	nt	3.7µM*
COc1ccc(NC(=O)CN(C)C(=O)CCC(=O)c2ccc(C)cc2)cc1	nt	0%	0%
O=C(NCCO)/C(=C/c1ccc(Br)cc1)NC(=O)c1cccs1	1%	6%	0%

Record cards, from the list above. Screens in order: TDP1 block, N370S GC, DT40 TDP1 no CPT
`Cc1cc(=O)oc2c(CN(C)Cc3ccccc3)c(O)ccc12` in the list: 9%, ?, -21%
`Nc1nc2cc(S(=O)(=O)NC3=NCCCCC3)ccc2s1` in the list: 5%, -8%, 13µM*

The listing continues.
Each structure is followed by: TDP1 block, N370S GC, DT40 TDP1 no CPT
O=C(COCc1cc(-c2cccs2)on1)N1CCN(c2cccc(Cl)c2)CC1
  5%, nt, 12µM*
CN(C)/C=C(\C=N\OCc1ccc(Cl)cc1Cl)C(=O)Nc1ccc(Cl)c(Cl)c1
  7%, -7%, nt
O=C(Cn1cccc1C(=O)c1ccccc1)NCCN1CCCCCC1
  -1%, 7%, 7%
CCn1cc(C(=O)N2CCN(c3ccccc3OC)CC2)c(=O)c2cc(S(=O)(=O)N3CCCCC3)ccc21
  5%, nt, -26%
COCCCNC(=O)C1CCN(Cc2nc(-c3ccc(OC)c(OC)c3)oc2C)CC1
  0%, nt, 0%
CC(NC(=O)c1ccc([N+](=O)[O-])cc1[N+](=O)[O-])c1ccc(-c2ccccc2)cc1 (stereo not given)
  2%, 3%, 13µM*
O=C(NCCc1ccc(Cl)cc1)c1n[nH]c2ccccc12
  2%, -11%, -23%
CC1=CC(C)(C)Nc2ccc(OS(=O)(=O)c3ccc(C)cc3)cc21
  -2%, 1%, ?
COc1ccc(CCNS(=O)(=O)c2ccc(S(=O)(=O)N3CCCC3)cc2)cc1OC
  4%, 9%, ?
COC(=O)c1cccc([N+](=O)[O-])c1CS(=O)(=O)c1ccc(C)cc1
  -3%, 7%, 0%
CCn1c(SCc2ccccc2)nnc1-c1ccc(S(=O)(=O)N2CCCCC2)cc1
  7%, 1%, ?
O=C(Nc1ccnn1C1CCN(C2CCC2)CC1)c1ccccc1Cl
  2%[56.1 µM], -2%, -19%
O=C(OCc1c(-c2ccccc2)ncc2ccccc12)c1ccc(F)cc1
  -3%, nt, 16µM*
S=c1[nH]nc(-c2ccncc2)n1Cc1ccco1
  -4%, 0%, 2%
CCn1ncc(CN2CCC(C(=O)Nc3cccc(-c4cccc(F)c4)c3)CC2)c1C
  1%, ?, 6.5µM*
COc1ccc(NC(=O)c2c(-c3c(Cl)cccc3Cl)noc2C)cn1
  2%, -20%, -6%
COc1ccc(S(=O)(=O)N2CCCCC2)cc1NC(=O)c1ccc2ccccc2n1
  5%, -8%, 13µM*
COC(=O)c1sc2nc3c(cc2c1N)C(=O)CC(C)(C)C3
  4%, -1%, -11%
Cc1nn(-c2ccccc2)c2c1cc1c(=O)n(C)c(=O)nc-1n2-c1ccccc1F
  -1%, ?, -21%
O=C(/C=C/c1ccc2c(c1)OCO2)Nc1nc(-c2ccc(F)cc2F)cs1
  -5%, 0%, nt
CC(=NNC(=O)c1cccs1)c1ccc2c(c1)OCCO2
  0%, nt, ?
O=C1/C(=C/c2ccc3c(c2)OCO3)Oc2cc(OCC(=O)N3CC(O)C[C@H]3C(=O)O)ccc21 (stereo not given in full)
  nt, 5%, -1%
Nc1nnc(SCC(=O)Nc2cccc(S(N)(=O)=O)c2)s1
  -3%, -3%, -6%
Cc1nc2ccccn2c1C(=O)NN=C1CCCC1
  -3%, -3%, -10%
COc1ccc(NC(=O)c2c(C)noc2-c2snnc2C)cc1
  3%, 0%, 21µM*
COc1ccc(CNC(=O)C2=C(C)C(=O)OC23CCCCC3)cc1
  0%, nt, -13%
NCCC[C@@H](CC(=O)N[C@@H]1CCNC[C@H]1C(=O)N[C@H](CC(=O)N[C@@H](CCC(=O)O)CC(=O)O)Cc1c[nH]c2ccccc12)NC(=O)C[C@H](Cc1c[nH]c2ccccc12)NC(=O)[C@@H]1CCCC[C@H]1N
  1%, -5%, nt
O=C(Nc1ccccc1NS(=O)(=O)c1ccc(F)cc1)C1CCC1
  0%, -7%, ?
COc1ccccc1-c1ccc2ncnc(N3CCNCC3)c2c1
  nt, ?, 14%
COc1ccc(NS(=O)(=O)c2ccc(O)c(NC(=O)c3ccc(S(=O)(=O)N4CCCC4)cc3)c2)cc1
  3%, -11%, -15%
CC(O)[C@@H](O)[C@H]1CNc2nc(N)[nH]c(=O)c2N1 (stereo not given in full)
  17%[56.1 µM], ?, nt
CCC1CN(C(=O)N2CCC(C(=O)NCCN(CC)CC)CC2)c2cc(C)ccc2O1 (stereo not given)
  8%, nt, -20%
Cc1cccc(CCNCc2c(C(=O)O)c(C)n(-c3ccccc3)c2C)c1
  nt, -9%, -24%

Compound activity from PubChem BioAssay.
